# EPAC2 agonist – agonists of human EPAC2 (RAPGEF4). 360,000 compounds, 0.079% hits. EPAC2 activation, biochemical qHTS; response scale: 100% = 6.5 mM cAMP response. Potency, µM (top dose mostly 154 µM), without a hit: at the highest dose activation, most hits filed as activators. Q8WZA2; also: potency is read from the fitted curve at half-maximal effect; nearly all actives have a fitted effect of over 50% in size
# Target sequence (Q8WZA2 whole entry, looked up): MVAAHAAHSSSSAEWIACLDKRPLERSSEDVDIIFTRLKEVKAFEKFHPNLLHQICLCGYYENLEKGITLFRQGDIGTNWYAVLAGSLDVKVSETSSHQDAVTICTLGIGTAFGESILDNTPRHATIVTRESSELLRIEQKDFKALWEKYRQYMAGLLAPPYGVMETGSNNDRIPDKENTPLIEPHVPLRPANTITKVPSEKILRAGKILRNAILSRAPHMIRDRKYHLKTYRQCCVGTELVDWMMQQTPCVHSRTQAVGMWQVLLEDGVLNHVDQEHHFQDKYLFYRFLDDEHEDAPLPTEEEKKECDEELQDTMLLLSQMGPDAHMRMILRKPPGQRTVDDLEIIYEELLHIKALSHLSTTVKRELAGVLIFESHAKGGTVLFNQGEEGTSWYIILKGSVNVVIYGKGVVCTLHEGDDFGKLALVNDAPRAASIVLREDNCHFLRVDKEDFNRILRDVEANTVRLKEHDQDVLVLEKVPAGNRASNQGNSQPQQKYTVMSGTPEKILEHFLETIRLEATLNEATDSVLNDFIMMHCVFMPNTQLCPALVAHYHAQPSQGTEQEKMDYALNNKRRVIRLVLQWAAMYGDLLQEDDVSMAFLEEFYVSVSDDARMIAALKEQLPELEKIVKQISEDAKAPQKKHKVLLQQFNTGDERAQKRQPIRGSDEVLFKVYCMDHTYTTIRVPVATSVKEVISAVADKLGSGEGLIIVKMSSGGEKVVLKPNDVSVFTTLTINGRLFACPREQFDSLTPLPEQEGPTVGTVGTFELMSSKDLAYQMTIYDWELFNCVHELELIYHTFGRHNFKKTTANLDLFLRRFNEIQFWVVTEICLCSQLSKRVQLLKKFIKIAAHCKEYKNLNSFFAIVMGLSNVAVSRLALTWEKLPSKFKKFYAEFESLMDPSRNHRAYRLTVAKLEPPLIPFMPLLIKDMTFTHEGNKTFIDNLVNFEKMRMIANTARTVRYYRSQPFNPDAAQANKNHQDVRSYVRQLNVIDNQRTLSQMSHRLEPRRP
#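 Nucleotide exchange monitored as fluorescence drop when BODIPY-GDP leaves Rap1B. Reaction: 100 nM EPAC2, 250 nM RAP1B-BODIPY-GDP, 50 uM GDP, room temperature, kinetic read over 30 min. Activity expressed relative to 6.5 mM cAMP.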
# Nrf2 ARE act – Nrf2 pathway activation; Potency, µM (series often up to 46.1 µM), for inactives: at the top dose activation, hits mostly activators; AREc32 ARE-luciferase reporter (MCF7-derived line), luminescence, 24 h; 410,000 compounds, 0.31% hits; also: potency is read from the fitted curve at half-maximal effect; % of control where 0% means no effect; nearly all actives have a fitted effect of over 65% in size
#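 ARE activation measured as luciferase luminescence (Steady-Glo, 30 min RT) in AREc32_Fluc cells after 24 hr compound exposure at 37 deg C, 5% CO2; cells seeded overnight at 1000/well in OPTI-MEM, 5% FBS.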
# HepG2 tox – HepG2 cytotoxicity, counter-screen for TGF-b inhibitors | 410,000 compounds, 0.76% hits | HepG2 CAGA-GFP viability, ATP luminescence, 18 h | Potency, µM (series often up to 46.1 µM), without a hit: top-dose activity change, negative = cytotoxicity, actives largely listed as cytotoxic; also: potency is read from the fitted curve at half-maximal effect; some results filed as inactive show a strong effect at the top dose
#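 HepG2 CAGA-GFP cells (1000/well, DMEM with 1% FBS) received compound, then TGF-beta at 500 pg/mL final, and were incubated 18 hours at 37 degrees C. Viability was read by CellTiter-Glo luminescence. Media-only wells were set as complete cell-killing and DMSO as no toxicity.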
# Nrf2 inh – inhibitors of Nrf2 signaling; A549 ARE-Fluc reporter, luciferase luminescence, 18-24 h; Potency, µM (doses to about 46 µM), for the others: at the highest dose activity change, negative = inhibition, most hits filed as inhibitors; 360,000 compounds, 2.1% hits; also: potency is read from the fitted curve at half-maximal effect; % is scaled to controls: 0 for no effect and ±100 for the full control effect; nearly all actives have a fitted effect of over 60% in size
#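 Concentration-response testing used A549 ARE_Fluc cells at 5000 cells/well. Following an 18-24 h compound incubation, viability was read by fluorescence (Ex 405/Em 525) and luciferase output by luminescence.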
# A549 tox – counter-screen for Nrf2 inhibitors: cytotoxicity in A549 cells | A549 ARE-Fluc cells, CellTiter-Fluor viability, 18-24 h | Potency, µM (highest dose often 46 µM), for the others: at the highest dose activity change, negative = cytotoxicity, usual class: inhibitors | 390,000 compounds, 0.16% hits; also: potency is read from the fitted curve at half-maximal effect; % is scaled to controls: 0 for no effect and ±100 for the full control effect
#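 Cytotoxicity counterscreen: CellTiter-Fluor fluorescence was measured in A549 ARE_Fluc cells after 18-24 h of compound exposure in a concentration series. The subsequent BugLite luminescent read reports ARE-luciferase activity.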
# IL-2 act – activators of IL-2; IL-2 activation reporter assay, cell-based qHTS; stimulated with anti-CD3/CD4/CD28 beads; in transgenic mouse T cells; activation, % (series mostly up to about 46 µM); 360,000 compounds, 0.065% hits; in the data active = activation above about 50%; inconclusive = mostly about 30% to 49%; also: 0% is about no effect
#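 Readout: EGFP and DsRed signals by fluorescent plate cytometry. Unstimulated transgenic mouse T cells received compound 60 min before antibody-bead stimulation, then incubated 18 h at 37 degrees C.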
# ATXN2 expr inh – reduces ATXN2 reporter expression in HEK-293 cells; AID 1745845; Potency, µM (highest dose often 57 µM), for inactives: at the top dose activity change, negative = inhibition, actives largely listed as inhibitors; 360,000 compounds, 0.72% hits; HEK-293 ATXN2-luciferase reporter, luminescence, 24 h; also: potency is read from the fitted curve at half-maximal effect; % is scaled to controls: 0 for no effect and ±100 for the full control effect; nearly all actives have a fitted effect of over 55% in size
#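 qHTS (up to 57 uM final) was run with 24 h compound exposure of reporter cells at 37 °C. Each well was multiplexed: SteadyGlo luminescence measured ATXN2-luciferase expression after a fluorogenic Gly-Phe-AFC viability readout (25 uM final).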
# S2 tox – reduces viability in counter-screen for ATXN expression inhibitors. 400,000 compounds, 0.49% hits. S2 cells (HEK-293 line with an ATXN2-luciferase reporter) viability, CellTiter-Fluor protease fluorescence, 24 h. Potency, µM (series often up to 56.7 µM), most hits filed as cytotoxic; also: potency is read from the fitted curve at half-maximal effect; nearly all actives have a fitted effect of over 40% in size
# TGFb inhibitor – TGF-b pathway inhibition; HepG2 CAGA-GFP TGF-b/SMAD3 reporter, GFP fluorescence, 18 h; TGF-beta stimulated, 500 pg/mL final; Potency, µM (titrated, usually from 46.1 µM), inactives show top-dose activity, negative = inhibition, actives largely listed as inhibitors; 410,000 compounds, 1.2% hits; AID 588855; also: potency is read from the fitted curve at half-maximal effect; % is scaled to controls: 0 for no effect and ±100 for the full control effect; nearly all actives have a fitted effect of over 65% in size
#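 HEPG2 CAGA-GFP, 1000 cells/well; 2 h settle, 37 C; cpd via pin tool; TGF-b 500 pg/mL final; 18 h, 37 C; GFP imaging ex488/em500-530; %Activity normalised to -TGF-b and +DMSO controls; CRC fit, curve class.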
# The depositor's hits bear a star; i = inactive; ? = inconclusive; / = not tested or not shown; & = joins results of further samples; [ ] = dose if it differs, or a comment. Unless noted, calls follow the shape of the dose curve; as a rule, active = well fitted curve in the direction sought with a large enough effect; inconclusive = small, poorly fitted or top-dose-only effect, or another doubt; inactive = no such curve, though single readings can be large; an effect the other way counts as inactive or inconclusive.
[1] CCCCc1ccc(NC(=O)C2CCCC2)cc1
[2] COc1ccc(-c2coc3cc(O)cc(O)c3c2=O)cc1
[3] NC(Cc1ccc(OC(F)F)cc1)C(=O)O (configuration not stated)
[4] N#Cc1c2ccc(OCC(=O)NCc3ccco3)cc2n2ccccc12
[5] O=C(CN1CCN(S(=O)(=O)c2ccccc2F)CC1)NC1CCCC1
[6] CCCCN1C2CCCC1CC(NC(=O)c1ccc(OC)c(OC)c1)C2 (configuration not stated)
[7] Cc1ccccc1NC(=O)c1cc(S(=O)(=O)Nc2cccc(C(=O)O)c2)ccc1Cl
[8] COc1ccc(/C=C/C(=O)OCC(=O)N2c3ccccc3CC2C)cc1OC (configuration not stated)
Assay by compound	1	2	3	4	5	6	7	8
A549 tox	2.0%	?	0.0%	0.1%	0.4%	-2.5%	1.4%	/
ATXN2 expr inh	47.8%[activator]	83.4%&106.3%[activator]	8.5%	-5.3%	4.6%	-9.7%	15.0%	/
Nrf2 inh	?	15.5%	1.8%	-0.1%	-4.8%	4.2%	9.1%	/
TGFb inhibitor	6.9%	-1.2%	-6.9%	20.9%	-3.9%	-18.5%	-1.1%	0.7%
Nrf2 ARE act	0.3%	7.2%	0.2%	18.7%	0.2%	0.3%	-0.5%	-0.9%
IL-2 act	-0.3	0.2	0.5	0.9	-0.8	-0.4	0.7	-1.2
HepG2 tox	9.9%	-19.0%	0.8%	0.4%	7.1%	-23.6%	6.9%	-1.5%
EPAC2 agonist	20.9%	7.1%	-1.7%	-4.9%	2.5%	1.0%	4.4%	3.2%
S2 tox	i	i	i	i	i	i	i	i

# Brought forward from above: 2 compounds, then new ones.
[7] Cc1ccccc1NC(=O)c1cc(S(=O)(=O)Nc2cccc(C(=O)O)c2)ccc1Cl
[8] COc1ccc(/C=C/C(=O)OCC(=O)N2c3ccccc3CC2C)cc1OC (configuration not stated)
[9] CCNC(=S)NCCN1CCOCC1
[10] CCCCN1Cc2cc(C(=O)c3cc(F)ccc3O)cnc2NC1=O
[11] CCc1cc2ccc(C)cc2nc1SCC(=O)N1CCN(C(=O)c2ccco2)CC1
[12] Cc1ccc(NC(=O)Cn2c(=O)n(Cc3ccc(C(=O)NCc4ccc5c(c4)OCO5)cc3)c(=O)c3ccccc32)cc1
[13] Cc1ccc(SCc2[nH]nc3c2C2(C(=O)Nc4ccc(F)cc42)C(C#N)=C(N)O3)cc1 (configuration not stated)
[14] CCOc1ccccc1CN1CCNC(=O)C1CC(=O)NC1CCCCCCC1 (configuration not stated)
[15] Cc1cc(C(F)(F)F)nn1CC(=O)Nc1cccnc1
[16] CCC(C)C(NC(=O)C1CCC(C)CC1)C(=O)NCc1ccco1 (configuration not stated)
Assay by compound	7	8	9	10	11	12	13	14	15	16
A549 tox	1.4%	/	1.0%	0.0%	?	1.0%	?	-14.3%	4.8%	25.6%
ATXN2 expr inh	15.0%	/	-3.0%	-2.9%	-9.6%	9.1%	-4.5%	-0.8%	-6.9%	4.6%
Nrf2 inh	9.1%	/	2.9%	/	?	-16.5%	/	-14.5%	-2.2%	7.5%
TGFb inhibitor	-1.1%	0.7%	-8.1%	15.5%	?	12.6%	-5.8%	8.7%	-0.8%	0.0%
Nrf2 ARE act	-0.5%	-0.9%	-0.8%	3.9%	5.9%	-0.3%	4.1%	-0.7%	-0.1%	1.8%
IL-2 act	0.7	-1.2	1.1	-0.2	-2.5	/	-0.4	-0.1	0.9	0.6
HepG2 tox	6.9%	-1.5%	0.8%	5.6%	-19.9%	3.6%	-18.9%	-7.0%	-9.6%	-8.3%
EPAC2 agonist	4.4%	3.2%	-2.6%	-8.8%	-4.6%	/	9.6%	3.3%	8.1%	4.0%
S2 tox	i	i	i	i	i	i	i	i	i	i

[17] CCCCOC(=O)c1ccc(S(N)(=O)=O)o1
[18] O=C(Oc1ccc(Cl)c2cccnc12)c1ccco1
[19] COc1ccc(N=CC2CCCCC2=O)c([N+](=O)[O-])c1 (configuration not stated)
[20] CCc1noc(C)c1C(=O)Oc1ccc(N(C)S(=O)(=O)c2ccc(C)cc2)cc1
[21] CC(C)OCCCNC(=O)Cn1nc(-c2ccccc2)ccc1=O
[22] COc1ccc([N+](=O)[O-])cc1NC(=O)Cc1c(Cl)cccc1Cl
[23] COc1ccc(Cl)cc1NC(=O)c1cc(C)nn1-c1ccccc1
[24] O=C(c1ccc(Cn2c(=S)[nH]c3ccccc3c2=O)cc1)N1CCN(c2ccccn2)CC1
Assay by compound	17	18	19	20	21	22	23	24
A549 tox	-2.0%	-5.7%	-10.0%	-5.6%	6.2%	-7.4%	4.5%	-15.1%
ATXN2 expr inh	6.9%	-19.6%	41.4%[activator]	?	0.2%	-16.9%	/	15.8µM*
Nrf2 inh	3.2%	-26.9%	28.4%	?	?	-1.7%	?	?
TGFb inhibitor	5.6%	8.91µM*	7.4%	?	-5.8%	-10.5%	/	?
Nrf2 ARE act	0.0%[9.22 µM]	?	4.4%	1.5%	0.1%	0.5%	12.9%	0.4%
IL-2 act	-0.2	-0.6	4.7	-0.2	-1.4	-3.6	/	-2.5
HepG2 tox	-8.7%	-51.9%	-3.4%	-19.0%	5.5%	9.9%	-17.5%	-16.5%
EPAC2 agonist	-2.9%	-1.3%	-12.0%	0.8%	3.1%	0.6%	/	10.0%
S2 tox	i	i	i	i	i	i	/	i

[25] CC(C(=O)NC1CCCc2ccccc21)N1C(=O)C2CCCCC2C1=O (configuration not stated)
[26] O=C(C[n+]1cc(-c2ccc(Cl)cc2)n2c1CCCCC2)c1ccccc1
[27] COc1ccc(S(=O)(=O)N2CCOC23CCN(S(=O)(=O)c2ccc([N+](=O)[O-])cc2)CC3)cc1
[28] N#Cc1ccc(CN2CCN(CC(=O)NCCc3ccc(Cl)cc3Cl)CC2)cc1
[29] CC(=O)Nc1cccc(NC(=S)Nc2ccc(F)c(Cl)c2)c1
[30] CCOc1ccc(CN2C(=O)c3ccccc3Sc3ccc(C(=O)NCc4ccc5c(c4)OCO5)cc32)cc1
[31] Cc1ccc(C)c(NC(=O)COC(=O)c2cc(=O)c3ccccc3o2)c1
[32] Cc1ccc(OS(=O)(=O)c2cn(C)c(=O)n(C)c2=O)cc1C
Assay by compound	25	26	27	28	29	30	31	32
A549 tox	-5.5%	2.8%	-1.6%	1.6%	-0.3%	4.1%	1.2%	-0.1%
ATXN2 expr inh	1.1%	23.6%	-10.7%	-5.7%	/	/	13.4%	10.2%
Nrf2 inh	17.3%	-11.0%	?	-2.0%	-5.4%	?	27.3%	5.6%
TGFb inhibitor	6.8%	7.4%	0.0%	?	?	8.9%	9.1%	-14.3%
Nrf2 ARE act	0.4%	0.1%	2.6%	10.9%	4.4%	-0.5%	?	0.0%
IL-2 act	-0.5	-0.5	-1.5	-0.3	-0.5	/	0.9	-0.7
HepG2 tox	-0.8%	-18.2%	-4.9%	-26.7%	-58.9%	0.7%	15.0%	-5.0%
EPAC2 agonist	-1.6%	-1.5%	7.2%	-0.2%	6.6%	/	-3.8%	-7.3%
S2 tox	i	i	?	i	i	/	i	i

[33] CC(NC(=O)CN1CCOCC1)c1ccccc1 (configuration not stated)
[34] Cc1nnc(SCC(=O)Nc2nccs2)n1N
[35] CC1CN(S(=O)(=O)c2cccc(C(=O)Nc3ccccc3N3CCOCC3)c2)CC(C)O1 (configuration not stated)
[36] CCSc1nnc(NC(=O)c2ccccc2)s1
[37] O=C(Cc1coc2cc3c(cc12)CCC3)NC1CCCCCCC1
[38] COc1ccccc1-c1noc(-c2ccc(NC3CCCC3)c([N+](=O)[O-])c2)n1
[39] COc1cc(SC)ccc1C(=O)N1CCc2ccccc21
[40] COc1ccc(OCCCn2c(CCNC(=O)C3CCCCC3)nc3ccccc32)cc1
Assay by compound	33	34	35	36	37	38	39	40
A549 tox	0.5%	4.0%	0.5%	-3.1%	9.8%	0.7%	-5.8%	-2.1%
ATXN2 expr inh	/	0.5%	-11.3%	39.4%[activator]	13.3%	37.3%[activator]	-8.0%	/
Nrf2 inh	?	-6.3%	?	?	8.2%	-5.9%	-1.7%	?
TGFb inhibitor	-5.7%	-4.5%	-28.9%	-7.5%	?	-10.2%	-5.4%	10µM*
Nrf2 ARE act	-0.1%	0.1%	-0.1%	?	8.0%	12.3%	0.2%	/
IL-2 act	0.0	-0.5	-1.1	0.1	0.6	/	0.4	/
HepG2 tox	2.4%	-7.0%	0.0%	-1.0%	-15.1%	-2.4%	-0.7%	-17.0%
EPAC2 agonist	1.9%	4.0%	1.8%	-9.7%	21.4%	/	-1.6%	/
S2 tox	i	i	i	i	i	i	?	/

[41] CCN1C(=O)c2ccccc2Sc2ccc(C(=O)NCCCN(CC(C)C)CC(C)C)cc21
[42] CCN(CC(=O)NC(C)C)C(=O)[C@@H](NC(=O)c1ccco1)C(C)C
[43] COc1cc(C(=O)Nc2ccc(NC(=O)C3CCCCC3)nc2)cc(OC)c1OC
[44] O=c1[nH]c2ccccc2cc1-c1nnn(-c2ccccc2)n1
Assay by compound	41	42	43	44
A549 tox	-12.2%&-3.3%	-0.3%	0.3%	-2.7%
ATXN2 expr inh	-7.5%	17.5%	-6.5%	-1.8%
Nrf2 inh	0.1%	-6.4%	?	-1.5%
TGFb inhibitor	1.0%&5.4%	0.0%	14.6%	-0.7%
Nrf2 ARE act	-0.4%&0.8%	-0.4%	0.2%	-0.7%
IL-2 act	-2.7	4.7	1.1	-2.8
HepG2 tox	-34.9%&1.2%	-11.1%	-27.3%	-12.0%
EPAC2 agonist	-16.9%	-6.0%	-4.3%	?
S2 tox	i	i	i	i
